# FXIIa single = inhibitors of human coagulation factor XIIa. purified human FXIIa, AMC substrate fluorescence, 2 h. P00748. 0.2% of 33,000 active. inhibition, % at 10 µM; in the data active = inhibition above about 30%;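 note: 0% = enzyme with vehicle only and 100% = no enzyme blank; many of its hits are not listed in these tables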
# FXIa inh = blocks human coagulation factor XIa activity; P03951; purified human FXIa, fluorogenic AMC substrate cleavage; inhibition, % at 10 µM; 0.3% of 33,000 active;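 active = inhibition above 40% in the primary screen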;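 note: 0% = enzyme without compound and 100% = blank wells lacking enzyme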
# Target sequence (P03951 19-387 limits assumed): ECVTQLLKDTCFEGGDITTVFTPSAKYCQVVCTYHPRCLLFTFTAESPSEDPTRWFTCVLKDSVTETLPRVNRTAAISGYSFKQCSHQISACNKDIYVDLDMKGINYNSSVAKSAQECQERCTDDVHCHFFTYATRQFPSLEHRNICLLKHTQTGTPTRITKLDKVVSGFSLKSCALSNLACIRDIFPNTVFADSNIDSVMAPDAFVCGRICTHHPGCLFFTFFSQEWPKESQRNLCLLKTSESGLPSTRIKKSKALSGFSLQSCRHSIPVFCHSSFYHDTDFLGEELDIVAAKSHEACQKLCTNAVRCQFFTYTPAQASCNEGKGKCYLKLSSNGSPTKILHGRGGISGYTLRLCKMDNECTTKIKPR
# Target sequence (P03951 388-625 limits assumed): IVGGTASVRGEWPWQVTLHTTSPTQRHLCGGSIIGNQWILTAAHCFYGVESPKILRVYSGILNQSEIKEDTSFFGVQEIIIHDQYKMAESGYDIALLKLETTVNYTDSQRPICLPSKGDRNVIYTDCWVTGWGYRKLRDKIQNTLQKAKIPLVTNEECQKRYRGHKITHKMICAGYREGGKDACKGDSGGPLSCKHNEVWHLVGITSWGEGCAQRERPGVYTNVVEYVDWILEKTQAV
# Starred values were filed as active, the others as inactive. Some of the compounds tested, so the mix of outcomes need not match the whole.
SMILES | FXIIa single | FXIa inh
CCOC(=O)C1CCN(C(=O)C(=O)N2CCC(C(=O)OCC)CC2)CC1 | 4 | -5
Cc1cc(NC(=O)c2cc(-c3cccs3)on2)no1 | 5 | 4
CN(C)CCCNC(=O)c1cc(Br)ccc1Cl | 5 | -2
CCC(C)n1cnc2c(c1=O)c1nc3ccccc3nc1n2Cc1ccc2c(c1)OCO2 (configuration not stated) | 8 | 5
CCc1ccc2c(c1)C1(NN=C(c3ccc(C)cc3)S1)C(=O)N2 (configuration not stated) | 7 | -8
CN(NS(=O)(=O)c1ccccc1)c1nc2ccccc2nc1C(F)(F)F | 14 | 10
Cc1cc(C)c2c(n1)sc1c(=O)n(Cc3ccccc3Cl)nnc12 | 10 | 0
CCN1C(c2ccccc2)C(C)C(=O)C(C)C1c1ccccc1 (configuration not stated) | -1 | 1
Cc1nc2c(c(=O)n1CCC1=CCCCC1)c1nc3ccccc3nc1n2/N=C/c1ccccc1 | 2 | 1
Oc1c(C=NCc2ccc(F)cc2)[nH]c2ccc(Br)c(Cl)c12 | 9 | 2
CC12Cc3ccc4ccccc4c3C=C1C[N+](C)(C)C2 (configuration not stated) | 8 | 6
CCC(Oc1ccccc1)C(=O)N1CCN(C(=O)C(CC)Oc2ccccc2)CC1 (configuration not stated) | 4 | 3
CO/N=C/c1ccc(Sc2ccccc2)c([N+](=O)[O-])c1 | 3 | -1
Nn1c(SCC(=O)N2CCOCC2)nnc1-c1ccco1 | 1 | 5
CCc1nnc(NC(=O)c2cccc(NC(=O)C(C)C)c2)s1 | 3 | 0
COC(=O)CC/C(O)=C1/C(=N)CC(C)(C)CC1=O | 7 | 11
CC(C)CC(C(=O)NC(=O)NCc1ccccc1)N1C(=O)c2ccccc2C1=O (configuration not stated) | 1 | 6
CC(C)Cc1cc(C(=O)N2CCN(C(c3ccccc3)c3ccccc3)CC2)no1 | 7 | 3
Cc1cc(-c2[nH]nc3c2C(c2ccc(Cl)cc2)C(C#N)=C(N)O3)c(C)s1 (configuration not stated) | -17 | 4
O=C(CCC(=O)OCC(=O)c1ccc(Br)cc1)NC1CCCCC1 | -2 | -1
COc1ccc(CN2CN(c3ccc(Cl)cc3)C(=O)N(n3cnnc3)C2)cc1 | 6 | -10
COC(=O)C(NC(C)=O)(Nc1ccc(Br)cn1)C(F)(F)F (configuration not stated) | -17 | 3
Cc1ccc(OCc2nc(-c3ccc(Cl)cc3)n[nH]2)cc1 | 8 | 8
Cc1cc(C)n2nc(-c3ccc(F)cc3)nc2n1 | 4 | -1
O=C(Nc1ccc(F)cc1)N1CCN2C(=O)c3ccccc3C12c1ccccc1 (configuration not stated) | -9 | -63
COc1cccc(-c2cc(C(=O)NCc3ccco3)no2)c1 | 7 | 8
CC1=C(OC(=O)c2ccccc2)C(C)(C)C(c2ccccc2)OC1=O (configuration not stated) | -2 | 0
O=C(Nc1cccc(C(F)(F)F)c1)c1cccnc1N1CCCC1 | -16 | 2
COc1cc(C(=O)N2CCC(n3c(C)nc4cc(F)ccc43)CC2)cc(OC)c1OC | 3 | -4
CC(C)COc1ccc(-c2nn(-c3ccccc3)cc2C(=O)Nc2nccs2)cc1 | 6 | 4

# 4 entries from above, with each value named.
SMILES: Cc1ccc(OCc2nc(-c3ccc(Cl)cc3)n[nH]2)cc1
  FXIIa single = 8; FXIa inh = 8

SMILES: Cc1cc(C)n2nc(-c3ccc(F)cc3)nc2n1
  FXIIa single = 4; FXIa inh = -1

SMILES: O=C(Nc1ccc(F)cc1)N1CCN2C(=O)c3ccccc3C12c1ccccc1 (configuration not stated)
  FXIIa single = -9; FXIa inh = -63

SMILES: COc1cccc(-c2cc(C(=O)NCc3ccco3)no2)c1
  FXIIa single = 7; FXIa inh = 8

# Next compounds follow:
SMILES | FXIIa single | FXIa inh
Cc1nnc(C)n1/N=C/c1ccccn1 | 10 | 4
COc1ccc2[nH]c(=O)c(CN(Cc3cccs3)S(=O)(=O)c3c(C)ccc4nsnc34)cc2c1 | 3 | 14
CCOC(=O)c1cc(CC)sc1NC(=O)C(c1ccccc1)c1ccccc1 | 10 | 3
CCN(CC)c1nc(OC)nc(-n2nnc(C(C)=O)c2C)n1 | 10 | 6
O=C(c1ccccc1)N1CCN(C(=O)c2ccc(OC(F)(F)F)cc2)CC1 | -13 | -13
CC(NCC(O)COCc1cccs1)C1CC2CCC1C2 (configuration not stated) | 3 | -6
CS(=O)(=O)c1nc(-c2ccccc2)cc(-c2ccccc2)c1C#N | 4 | 0
Cc1cc(NC(=O)c2ccc3c(c2)C(=O)N(CCC(C)C)C3=O)no1 | 2 | -6
O=C(NCC(=O)N(Cc1ccco1)C(C(=O)NC1CCCCC1)c1cccnc1)c1cccs1 (configuration not stated) | -1 | 1
CCn1c(SCC(=O)Nc2ccc(OC)c(OC)c2)nnc1-c1c[nH]c2ccccc12 | 5 | 7
CCCN(N=Nc1cccc([N+](=O)[O-])c1)c1cccc([N+](=O)[O-])c1 | -2 | 0
O=C(Nc1ccon1)C(Sc1ccccc1)c1ccccc1 (configuration not stated) | 19 | 8
COc1ccc(OCCCON2C(=O)c3ccccc3C2=O)cc1 | 3 | 4
O=C(Cn1c(=O)n(CC(=O)NCc2ccccc2)c2ccccc21)NCc1ccccc1 | 4 | 1
N#Cc1c(NC(=O)CSc2nnc(-c3ccco3)n2-c2ccccc2)sc2c1CCC2 | 8 | 1
Cc1nnc2c(Oc3ccccc3)nc3ccccc3n12 | 13 | 1
O=C(CCn1c(=O)c2ccccc2n(CC(=O)NC2CCCC2)c1=O)NCc1ccco1 | 2 | -5
Cc1nc2ccccc2c(=O)[nH]1 | 12 | -2
Clc1ccccc1-c1nc2ccccc2c2nncn12 | 6 | 6
O=C(CSc1nc(-c2ccco2)cc(C(F)(F)F)n1)Nc1ccc2c(c1)OCO2 | 3 | -2
COc1ccc(Cl)cc1NC(=O)C1CC(=O)N(c2ccc(F)cc2)C1 (configuration not stated) | 5 | -3
Cc1csc(NC(=O)CSc2nnnn2C)n1 | 2 | -5
CCCCN(C(=O)NC(=O)C1=C(N2CCOCC2)/C(=C/c2ccccc2)CC1)S(C)(=O)=O | -1 | -4
COc1ccc(OCc2nc(N)nc(Nc3ccc(C)cc3)n2)cc1 | 10 | 4
CCOc1cc(C(=O)OCC(=O)Nc2cc(C)on2)cc(OCC)c1OCC | 7 | -2
CC1(C)CC(=O)c2c(O)cc(O)cc2O1 | -2 | -6
C=C1CSc2nc3ccccc3c(=O)n21 | 2 | 2
O=C(CSc1nc2c([nH]c3ccccc32)c(=O)n1-c1ccc(F)cc1)NCc1ccco1 | 2 | 6
COc1ccc(N2C(=O)CC(Cc3ccccc3)C2=O)cc1 (configuration not stated) | 7 | 0
O=C(O)c1ccccc1C(=O)OCc1ccccc1 | -13 | -8
Cc1cc(NC(=O)c2cnn3cccnc23)n(-c2ccccc2)n1 | 5 | -3
Cn1c(SCC(=O)OCc2ccccc2)nnc1-c1ccco1 | -2 | -9
CC(C)COC(=O)Nc1ccc(C(=O)O)cc1 | 0 | -5
COc1ccc(Nc2oc(-c3cccs3)nc2C#N)cc1 | -8 | -2
COc1ccc(-c2c(-c3ccc(O)cc3O)n[nH]c2C)cc1OC | 11 | 5
CCC1(C)Cc2ccccc2-c2nc(NCCO)[nH]c(=O)c21 (configuration not stated) | -15 | -15
CCOC(=O)c1ccc(N2C(=O)c3n[nH]c(C)c3C2c2ccccc2)cc1 (configuration not stated) | 7 | -1
COC(=O)c1ccccc1NC(=O)N1c2ccccc2CC1C (configuration not stated) | -15 | 0
O=c1c2ccccc2nc(CSc2nnnn2-c2ccccc2)n1-c1cccc(C(F)(F)F)c1 | 11 | -4
Cn1nc(-c2ccc(Cl)cc2)nc2c(=O)n(C)c(=O)nc1-2 | 6 | 6
COc1cccc(C(=O)N(C)c2nnc(-c3ccncc3)s2)c1 | -2 | 1
CCOC(=O)c1c(C)[nH]c(C)c1C(=O)CN1C(=O)NC2(CCC(C)CC2)C1=O (configuration not stated) | 16 | -4
CC(C)C(c1nnnn1C1CCCCC1)N1CCOCC1 (configuration not stated) | 3 | 2
CC(C)C(c1nnnn1Cc1ccccc1)N1CCN(Cc2ccc3c(c2)OCO3)CC1 (configuration not stated) | 3 | 0
COc1ccc(C2=CC(=O)OC3(CCCC3)O2)cc1 | -10 | 26
COc1cccc(Cn2c(NCc3cccnc3)nc3c2c(=O)n(C)c(=O)n3C)c1 | 6 | 0
O=C(CC(NCCc1ccccc1)C(=O)O)Nc1ccc(O)cc1 (configuration not stated) | 9 | 3
CC1SCCN1S(=O)(=O)c1ccc2ccccc2c1 (configuration not stated) | 6 | 8
COc1cccc(N(CC(=O)NCCSc2ccccc2)S(C)(=O)=O)c1 | -11 | 0
O=C(c1ccc(S(=O)(=O)N2CCOCC2)cc1)N1CCN(c2ccccc2F)CC1 | 4 | -2
Cc1ccnc(SCC(=O)N2CCN(c3ccccc3)CC2)n1 | 4 | -5
CCc1ccc(NC(=O)CNC(=O)c2cn(-c3ccccc3OC)c(=O)c3ccccc23)cc1 | 20 | 5
O=C(NCc1cccnc1)C1CCCN(S(=O)(=O)c2cccc3nsnc23)C1 (configuration not stated) | -10 | 14
COc1cccc(C(=O)OC2CCCN(C)C2)c1 (configuration not stated) | 3 | 1
O=C(NCCc1ccccc1)c1nc2ncccn2n1 | 3 | 2
OC(COCC1COc2ccccc2O1)CN1CCc2ccccc2C1 (configuration not stated) | 6 | -2
Cc1ccc(S(=O)(=O)NCc2nnc(SCC(=O)Nc3cccc(C)c3C)n2C)cc1 | 1 | -5
Cc1cc(C)cc(NC(=O)Cn2c(=O)oc3cc(S(=O)(=O)N4CCC(C)CC4)ccc32)c1 | -1 | 1
COC(=O)CSc1nnc(-c2cccnc2)o1 | 5 | -23
O=C(CSc1nnc(-c2cc3ccccc3cc2O)n1Cc1ccco1)N1CCc2ccccc2C1 | 12 | 1

# The listing continues:
SMILES | FXIIa single | FXIa inh
COc1ccc(C2=NOC(C(=O)NCCCn3ccnc3)C2)cc1 (configuration not stated) | 4 | 0
CN(CC(=O)NCCc1ccc(Cl)cc1)S(=O)(=O)c1ccc2c(c1)c(=O)n(C)c(=O)n2C | 5 | 6
COc1ccc(C(=O)c2c[nH]c3ccccc23)cc1 | 5 | 6
Cc1ccc(NS(=O)(=O)c2ccc(CCC(=O)NCCO)cc2)cc1 | 3 | -3
COc1ccc(/C=C\C(=O)CC(O)(c2ccccc2)C(F)(F)F)cc1 (configuration not stated) | -7 | 24
O=C(O)Cn1nc(-c2ccccc2)oc1=O | 9 | 9
Cc1cccc(N2CCN(Cc3oc(CO)cc(=O)c3O)CC2)c1C | 2 | 1
CCC(C)NS(=O)(=O)c1ccc(OCC(=O)N2CCC(C)CC2)cc1 (configuration not stated) | 7 | 5
COc1ccc(N(CC(O)CN2C(=O)NC(C)(C)C2=O)S(=O)(=O)c2ccc(C)cc2)cc1 (configuration not stated) | 7 | -13
CCCCS/C(N)=N/N=C/c1ccccc1O | 0 | -1
O=C(COc1ccccc1)N/N=C/c1cc2c(cc1[N+](=O)[O-])OCO2 | 9 | -6
N#Cc1nc(COc2cccc(Cl)c2)oc1NCc1ccncc1 | 3 | 8
O=C(CSc1nnnn1-c1ccccc1)Nc1nsc(-c2ccc(Cl)cc2)n1 | -15 | -1
CC1Cc2ccccc2N1C(=O)CSc1nnnn1C(C)C (configuration not stated) | 3 | -9
Cn1cc(CNC(=O)c2sc3cccc(Cl)c3c2Cl)cn1 | 3 | -1
O=C1c2ccccc2C(=O)N1CC1CCCO1 (configuration not stated) | 11 | 2
CCCCNc1cc(C(=O)O)cc(S(N)(=O)=O)c1Oc1ccccc1 | 5 | -2
CC1CCCCN1CCCNC(=O)c1ccc2c(=O)n(CCc3ccccc3)c(=O)[nH]c2c1 (configuration not stated) | 7 | -2
Cc1ccc(N=Nc2c(C)[nH][nH]c2=O)c(C)c1 | 17 | 0
O=c1cc(CSc2nnnn2-c2ccccc2)nc(Nc2ccc(F)cc2)[nH]1 | 6 | -5
COCCN(Cc1ccccc1)P(=O)(O)c1ccccc1OCC(=O)O | 5 | -1
Cc1cccc(N(C2C=CS(=O)(=O)C2)S(=O)(=O)c2ccccc2)c1 (configuration not stated) | -12 | -2
COc1ccc(OC)c(C2=C[N+](=O)C(C)(C)C(C)(C)N2[O-])c1 | 7 | 5
CCOc1nc(Nc2ccc(F)cc2)nc(N2CCN(c3ccc(OC)cc3)CC2)n1 | 4 | -5
O=C(CN1CCN(c2ccccc2)CC1)Nc1ccc(Oc2ccccc2)cc1 | 7 | -8
COc1ccccc1-c1nc(-c2ccc(Br)o2)no1 | 0 | 0
CC(C)N=C(NC#N)SCc1ccc(Br)cc1 | 4 | 2
CCOc1ccc(NS(=O)(=O)c2ccc(SC)cc2)cc1 | 6 | -2
CCn1c(SCC(=O)c2ccccc2)nnc1-c1cc2cc(Br)ccc2o1 | -10 | 5
CC1CC(C)CN(C(=O)CSc2nnc(CSc3ncccn3)n2C)C1 (configuration not stated) | 1 | 0

# Looked up above:
# In FXIa inh, `CCn1c(SCC(=O)Nc2ccc(OC)c(OC)c2)nnc1-c1c[nH]c2ccccc12` is entered as 7
# In FXIa inh, `CO/N=C/c1ccc(Sc2ccccc2)c([N+](=O)[O-])c1` is entered as -1

# Following part:
SMILES | FXIIa single | FXIa inh
CCC(=O)Nc1cccc(Oc2nc(C)cc(C)c2C#N)c1 | 5 | 4
COc1ccc(-c2nnc(SCC(=O)N3CCCC(C)C3)o2)c(OC)c1 (configuration not stated) | -10 | 1
CCn1c(=O)cc(OCC(=O)Nc2cccnc2)c2ccccc21 | 5 | 0
COc1ccc(-c2n[nH]c(C)c2-c2cc(OC)ccc2O)cc1 | -7 | 18
OC(COc1cccc2ccccc12)CN1CCN(c2ccccn2)CC1 (configuration not stated) | 10 | 7
COc1ccc(-c2noc(-c3ccc(Br)o3)n2)cc1OC | 6 | -2

# Laid out differently: entries from further up
FXIIa single	FXIa inh	compound
6	-2	COc1ccc(-c2noc(-c3ccc(Br)o3)n2)cc1OC
5	0	CCn1c(=O)cc(OCC(=O)Nc2cccnc2)c2ccccc21
5	4	CCC(=O)Nc1cccc(Oc2nc(C)cc(C)c2C#N)c1
